Screening data: PubChem, National Center for Advancing Translational Sciences (NCATS)
TDP-43 yeast inh: inhibitors of TDP-43 toxicity in yeast; AID 652104; actives 1.8% (n = 410,000); Potency, µM (top dose mostly 46.1 µM), inactives show top-dose growth rescue (activation), hits mostly activators; TDP-43 expressing yeast growth rescue, BacTiter-Glo, 24 h; note: % of control where 0% means no effect; nearly all actives have a fitted effect of over 50% in size
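In this qHTS, compounds that restore growth of yeast expressing TDP-43 appear as activators. Cells (OD600=0.02, galactose medium, raffinose-pregrown) are incubated with compound 24 hr at 30 deg C and growth is quantified by BacTiter-Glo.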
PTHR1 agonist: PTHR1 (human) receptor agonism; HEK293 GP2 PTHR1 cells, GloSensor cAMP luminescence, 1 h; Potency, µM (top dose mostly 115 µM), inactives show top-dose activation, actives largely listed as activators; actives 0.075% (n = 410,000); AID 743266; note: nearly all actives have a fitted effect of over 55% in size; some results filed as inactive show a strong effect at the top dose; inactives centre near -15; many of its hits are not listed in these tables
Target sequence (Q03431 whole entry, looked up): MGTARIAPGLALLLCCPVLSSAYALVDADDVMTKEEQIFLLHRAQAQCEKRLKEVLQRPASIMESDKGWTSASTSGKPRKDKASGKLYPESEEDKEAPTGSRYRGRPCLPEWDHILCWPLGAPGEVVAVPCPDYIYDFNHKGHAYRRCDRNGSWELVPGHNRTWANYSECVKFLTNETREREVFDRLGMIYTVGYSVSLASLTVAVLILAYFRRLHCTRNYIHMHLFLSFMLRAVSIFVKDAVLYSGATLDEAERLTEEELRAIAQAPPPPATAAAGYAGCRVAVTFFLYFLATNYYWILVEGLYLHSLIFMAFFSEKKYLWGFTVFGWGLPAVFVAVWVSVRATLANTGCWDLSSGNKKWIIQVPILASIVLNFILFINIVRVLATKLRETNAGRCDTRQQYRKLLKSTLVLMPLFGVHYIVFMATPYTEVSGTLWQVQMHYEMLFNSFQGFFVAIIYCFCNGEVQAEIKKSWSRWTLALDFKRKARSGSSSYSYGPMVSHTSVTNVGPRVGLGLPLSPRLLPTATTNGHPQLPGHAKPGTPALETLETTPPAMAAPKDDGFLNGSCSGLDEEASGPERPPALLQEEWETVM
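HEK-293-derived GP2 cells expressing PTHR1 and a GloSensor cAMP reporter, 3,000/well, plated overnight, given luciferin plus IBMX (each 0.5 mM as added) for 1 h at 37 °C, then compound for 1 h at 37 °C. Luminescence was read after 15 min at room temperature.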
aSyn rescue: alpha-synuclein toxicity inhibition in yeast | actives 0.14% (n = 370,000) | Potency, µM (doses to about 46.1 µM), for the others: top-dose growth rescue (activation), most hits filed as activators | Yeast expressing alpha-synuclein, growth rescue, BacTiter-Glo, 24 h | AID 652106; note: % of control where 0% means no effect; nearly all actives have a fitted effect of over 65% in size
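Readout is rescue of growth in alpha-synuclein-expressing yeast, so inhibitors of toxicity appear as activators. Growth after 24 hr at 30 deg C in galactose medium is quantified by luminescence.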
EPAC1 antag: blocks human EPAC1 exchange factor. actives 0.14% (n = 360,000). AID 720709. EPAC1 GEF assay, Rap1b-BODIPY-GDP exchange fluorescence. Potency, µM (series often up to 115 µM), for inactives: top-dose activity change, negative = inhibition, actives largely listed as inhibitors;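 note: plate controls were vehicle for no effect and positive control for full effect; nearly all actives have a fitted effect of over 50% in size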
FUS yeast rescue: rescues growth of FUS-expressing yeast; S. cerevisiae FUS-expressing, growth rescue, OD600, 24 h; Potency, µM (highest dose often 76.6 µM), for inactives: top-dose growth rescue (activation), most hits filed as activators; actives 0.24% (n = 390,000);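 note: plate controls were DMSO vehicle for no effect and reference control for full effect; nearly all actives have a fitted effect of over 55% in size; some results filed as inactive show a strong effect at the top dose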
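Restored growth of FUS-toxic S. cerevisiae, read as 600 nm absorbance after 24 h at 30C in galactose medium (starting OD 0.005). Controls CP55940 and DMSO.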
EPAC2 antagonist: EPAC2 (human) antagonism | EPAC2 GEF exchange of Rap1B-BODIPY-GDP, fluorescence | Q8WZA2 | actives 0.18% (n = 360,000) | Potency, µM (titrated, usually from 114 µM), without a hit: at the highest dose activity, negative = inhibition, usual class: inhibitors; note: % is set by controls: 0 for no effect and ±100 for the full control effect; nearly all actives have a fitted effect of over 45% in size; many of its hits are not listed in these tables
EPAC2 agonist: agonists of human EPAC2 (RAPGEF4) | AID 720711 | Potency, µM (doses to about 154 µM), without a hit: at the highest dose activation, most hits filed as activators | EPAC2 activation, biochemical qHTS; response scale: 100% = 6.5 mM cAMP response | actives 0.079% (n = 360,000); note: nearly all actives have a fitted effect of over 50% in size
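Setup: EPAC2 100 nM, labeled Rap1B complex 250 nM, free GDP 50 uM. Compound titrations pinned in, brief spin, 5 min room temperature incubation. Kinetic fluorescence read over 30 min, normalized to 6.5 mM cAMP.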
EPAC1 agonist: activates human EPAC1 exchange factor; O95398; EPAC1 agonist qHTS, biochemical assay; response scale: 100% = response to 6.5 mM cAMP; Potency, µM (doses to about 154 µM), without a hit: at the highest dose activation, usual class: activators; actives 0.073% (n = 360,000); AID 720707; note: nearly all actives have a fitted effect of over 60% in size
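Read-out is the fluorescence drop as BODIPY-GDP leaves Rap1B (480 nm excitation, 540 nm emission), recorded every 5 minutes over 30 minutes. Reactions held 100 nM EPAC1, 250 nM Rap1B–BODIPY-GDP and 50 uM GDP, with 6.5 mM cAMP setting full activation.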
Numbers without * were called inactive; i = inactive; ? = inconclusive; / = not tested or not shown; [ ] = remark or other dose. Calls come from the whole dose curve; as a rule, active = well fitted curve in the direction sought with a large enough effect; inconclusive = small, poorly fitted or top-dose-only effect, or another doubt; inactive = no such curve, though single readings can be large; an effect the other way counts as inactive or inconclusive. Potency is the fitted concentration of half-maximal effect. Only part of the results is shown. The share of hits here may be higher or lower than overall.

SMILES	TDP-43 yeast inh	PTHR1 agonist	aSyn rescue	EPAC1 antag	FUS yeast rescue	EPAC2 antagonist	EPAC2 agonist	EPAC1 agonist
COc1ccc(CNC(=O)COc2ccc(C)nc2[N+](=O)[O-])cc1	5.3%	i	0.4%	3.0%	5.7%	-7.4%	13.4%	10.4%
CCN(CC)CCn1c2ccc(F)cc2c2nc(C)sc21	6.0%	-5.6%[57.5 µM]	-9.0%	6.4%	23.4%	2.3%	-3.5%	1.7%
COc1ccc(N(C(=O)c2snc(C(N)=O)c2N)C(C(=O)NCc2ccccc2)c2ccc(F)cc2)c(OC)c1 (stereo not drawn)	-23.7%	-9.5%	?	-0.7%	21.9%	?	-14.7%	-22.8%
COc1ccc(C(=O)NCCn2cc(SCC(=O)Nc3nnc(C)s3)c3ccccc32)cc1	-1.2%	20.0%[57.5 µM]	-0.3%	-0.7%	16.5%	-16.7%	1.1%	9.1%
COC(=O)c1ccccc1NC(=O)COc1ccc(S(=O)(=O)N2CCCC2)cc1C	-20.0%	-18.6%[57.5 µM]	-9.4%	6.4%	-6.2%	-2.9%	17.8%	1.7%
O=C([C@H](Cc1ccc(O)cc1)n1cc(CCO)nn1)N1CCNCC1	-2.7%	-11.4%	-4.0%	-0.9%	-9.5%	-1.3%	7.8%	-9.8%
Cc1ccc2nc(SCC(=O)N3CCCCC3)nc(=O)n2c1	-10.8%	-10.1%	3.5%	7.6%	-10.0%	3.1%	-3.9%	5.3%
CCN(CC(=O)Nc1ccc(NC(C)=O)cc1)C(=O)/C=C/c1ccco1	12.0%	-10.3%	-0.3%	1.9%	-4.6%	18.8%	-2.0%	-6.5%
O=C1CCCc2nc(N3CCN(C(c4ccccc4)c4ccccc4)CC3)ncc21	11.0%	-25.8%	1.7%	2.8%	21.5%	2.0%	10.3%	6.8%
CC(C)OC(=O)CSc1nc2c(cc1C#N)CCCCC2	14.1%	?	4.1%	6.8%	-11.0%	-0.5%	0.3%	8.5%
CCc1noc(C)c1C(=O)NCCc1c[nH]c2ccccc12	?	-29.9%	2.5%	-16.3%	18.2%	16.9%	5.0%	?
CCN(C[C@H]1N[C@@](C)(C(=O)OC)[C@H]2C(=O)N(C)C(=O)[C@@H]12)C(=O)c1ccc(C)cc1	16.6%	-21.1%	0.2%	15.0%	-29.5%	-3.5%	1.6%	-5.4%
Cc1cccc(-n2c(C)cc(/C=N/O)c2C)c1	24.0%	i	2.3%	5.6%	/	-2.7%	1.4%	9.4%
CCc1ccc(C(=O)C(C)OC(=O)Cn2[nH]c(=O)c3ccccc3c2=O)cc1 (stereo not drawn)	11.8%	-23.5%	?	17.3%	-14.2%	4.1%	-1.8%	3.5%
O=C(O)c1cc(N/N=C/C=C/c2ccccc2[N+](=O)[O-])ccc1Cl	-7.0%	-15.0%	-2.6%	-2.4%	0.2%	-19.4%	15.6%	-9.5%
N#CC1=C(N)N(c2ccccc2)C(c2ccco2)C1(C#N)C#N (stereo not drawn)	0.2%	-20.1%[57.5 µM]	-0.7%	-0.6%	10.0%	-10.5%	3.0%	8.3%
COc1ccc(/C=C/C(=O)NC(=S)Nc2ccc(S(=O)(=O)Nc3cc(OC)ncn3)cc2)cc1	-2.8%	-30.4%[inhibitor]	5.0%	3.0%	9.4%	3.1%	-5.5%	2.1%
COc1cccc(CNC(=O)C2CCN(S(=O)(=O)c3ccc4c(c3)CCC(=O)N4)CC2)c1	0.0%	i	1.1%	-4.1%	-1.0%	8.0%	6.1%	8.2%
CCCC1=NN(C(=O)CCc2ccccc2O)C(O)(C(F)(F)F)C1 (stereo not drawn)	14.1%	i	14.2%	-8.8%	-6.3%	-2.2%	10.7%	-1.7%
O=C(NCc1ccccc1)c1cc(C2CCCCN2C(=O)CCCc2ccccc2)on1 (stereo not drawn)	0.0%	i	-7.5%	-20.2%	37.3%	-6.4%	5.4%	10.8%
C/C(=N\NC(=S)NC1CCCCC1)c1ccc(OC(F)F)cc1OC(F)F	?	-24.4%	12.1%	-16.5%	10.8%	?	-1.8%	-14.5%
Cc1ccc(NC(=O)CSc2nnc(C3CCCCC3)n2N)cc1F	17.3%	i	0.9%	7.4%	10.0%	-2.4%	-6.2%	4.6%
CCN(CC)c1ccc(C(=O)NNC(=O)c2cccn2C)cc1	-15.2%	-19.6%	-1.3%	-20.6%	50.1%	-2.6%	5.5%	3.1%
Cc1cc(NS(=O)(=O)c2ccc(NC(=O)CCc3ccccc3)cc2)no1	-15.3%	i	-10.4%	14.0%	-27.1%	53.2%[activator][57.1 µM]	?	3.9%
CCCCn1c(N)c(N(Cc2ccccc2OC)C(=O)C(C)Oc2cccc(Cl)c2)c(=O)[nH]c1=O (stereo not drawn)	-0.8%	i	-5.5%	-11.0%	-9.3%	0.3%	5.0%	9.4%
Cc1nc2ccccc2n1S(=O)(=O)c1ccc(Br)cc1	2.6%	-1.3%	-12.8%	20.5%	/	6.8%	-0.2%	5.3%
CC(=O)c1c(C)[nH]c(C(=O)CN2C(=O)NC(C)(c3ccc4c(c3)OCCO4)C2=O)c1C (stereo not drawn)	4.9%	-7.1%	-3.0%	10.0%	12.2%	4.0%	-6.5%	7.0%
COc1ccc(CCNC(=O)COC(=O)COc2c(C)cc(C)cc2C)cc1OC	-10.2%	-77.5%[inhibitor]	2.6%	-16.3%	16.4%	-4.9%	-6.0%	-7.0%
O=S1(=O)c2ccc(Br)cc2N2CCC[C@@H]2CN1Cc1ccccc1	19.6%	i	-7.3%	-23.8%	1.5%	1.8%	-1.6%	-19.7%
CCC(=O)Nc1nc(C)cc(SCC(=O)OC)n1	-22.1%	-8.1%	-24.6%	15.7%	4.0%	17.6%	4.4%	11.9%
COc1ccc(/C=C2\SC(=S)N(CCCC(=O)Nc3ccccc3C(=O)O)C2=O)cc1OC	7.6%	-14.4%	5.3%	-8.6%	9.3%	-17.7%	-6.6%	-10.9%
O=c1[nH]cccc1-c1nc2ccccc2n1Cc1ccc(Cl)cc1	11.0%	-30.9%[inhibitor]	2.1%	-19.3%	-10.7%	-24.8%	4.4%	8.4%
CC(C)N1C(=O)C(=O)N(CC(=O)N2c3ccccc3NC(=O)CC2C)C1=O (stereo not drawn)	14.9%	i	-0.5%	16.4%	-9.8%	7.6%	2.6%	2.3%
Cn1c(Oc2ccccc2NCc2cc(Br)ccc2O)cc(=O)n(C)c1=O	-11.5%	-81.9%[inhibitor][57.5 µM]	-10.7%	3.2%	?	1.7%	4.1%	-9.4%
CSCC[C@H](NC(=O)OC(C)(C)C)c1nnc(SCc2ccc(F)cc2)o1	1.3%	-49.0%[inhibitor][57.5 µM]	-0.2%	-12.8%	10.2%	-8.8%	14.6%	0.7%
CCCC1SCC(C)(C)NC1=O (stereo not drawn)	-15.7%	-9.7%	0.3%	2.6%	/	-9.0%	7.0%	-2.2%
CCC(C)n1nccc1NC(=O)C(C)Cl (stereo not drawn)	-14.3%[9.22 µM]	i	13.9%	0.4%	-6.0%	6.4%	0.9%	0.2%
Fc1ccccc1OCCCCSc1ncccn1	-2.0%	-9.9%[57.5 µM]	-13.0%	-13.0%	4.8%	-4.0%	18.3%	15.6%
COc1ccc(C(=O)Nc2ccc3ccccc3n2)cc1OC	?	-36.6%[inhibitor]	8.9%	-10.4%	9.4%	-3.3%	4.4%	-0.3%
O=c1c(-c2ccco2)[n+]([O-])c2ccccc2n1OCc1ccccn1	-13.3%	i	10.7%	1.8%	-2.4%	-2.5%	0.4%	1.4%
Cc1ccc(S(=O)(=O)N2CCC(C(=O)N/N=C/c3cccn3C)CC2)cc1	18.8%	-60.2%[inhibitor]	-3.1%	-10.2%	21.5%	4.0%	-0.1%	-0.3%
O=C(NCc1ccco1)C(=O)NCC1OCCN1S(=O)(=O)c1cc(F)ccc1F (stereo not drawn)	-11.5%	-4.3%	-12.8%	2.4%	10.4%	4.3%	8.7%	3.5%
COc1cc2nc(C3CC3)n(NC(=O)c3ccc(Cl)cc3)c(=O)c2cc1OC	-2.2%	-17.1%	-15.6%	14.6%	14.4%	12.3%	-2.5%	-0.4%
Cc1nn(-c2ccc(NC(=O)c3ccncc3)cc2)c(C)c1Cl	27.0%	-36.3%[inhibitor]	2.7%	-9.8%	16.0%	-10.0%	-2.9%	3.7%
Cc1nn(CC(=O)N(C)C2CCC(C)CC2)c(C)c1S(=O)(=O)N(C)C (stereo not drawn)	7.6%	-12.7%	-4.1%[1.84 µM]	27.6%	14.6%	-0.8%	8.8%	6.4%
NC(=O)c1ccsc1NC(=O)CSc1ccccc1F	-2.4%	i	-11.9%	1.1%	-6.3%	-6.4%	12.2%	18.0%
O=C(COC(=O)c1c[nH]c2ccccc12)Nc1ccccc1	-2.7%	-13.5%	0.9%	-8.3%	3.7%	-2.0%	1.7%	3.8%
O=C(/C=C/c1ccccc1)NC(=S)NNC(=O)c1ccco1	11.2µM*	-5.4%[57.5 µM]	3.55µM*	0.8%	?	0.0%[57.1 µM]	0.0%	-4.4%
CCC(C)c1ccccc1N1CC(C(=O)Nc2ccccc2N2CCCC2)CC1=O (stereo not drawn)	17.1%	i	-3.5%	-9.1%	/	4.6%	1.7%	0.7%
Cc1ccc(SCC(=O)NCc2cccnc2)cc1	-2.8%	-19.5%[57.5 µM]	6.6%	-0.4%	20.1%	-5.3%	10.9%	-10.1%
Nc1nc(N)nc(-c2ccc(Cl)c(Cl)c2)n1	22.4µM*	-73.9%[inhibitor]	0.3%	6.5%	-14.7%	16.3%	10.1%	9.1%
O=C1/C(=C\c2ccc(O)c(O)c2)SC(=S)N1Cc1ccccc1	-93.7%[inhibitor]	-17.9%	-60.2%[inhibitor]	?	8.9%	?	-13.3%	12.3%
CCOc1ccccc1N(CC(=O)NC1CCCCC1)C(=O)CCC(=O)Nc1nccs1	5.7%	i	-1.8%	2.4%	23.8%	3.0%	4.0%	-10.4%

Entries of single compounds as entered above.
Shown for COc1cc2nc(C3CC3)n(NC(=O)c3ccc(Cl)cc3)c(=O)c2cc1OC : TDP-43 yeast inh: -2.2%; PTHR1 agonist: -17.1%; aSyn rescue: -15.6%; EPAC1 antag: 14.6%; FUS yeast rescue: 14.4%; EPAC2 antagonist: 12.3%; EPAC2 agonist: -2.5%; EPAC1 agonist: -0.4%
Shown for Cc1nn(CC(=O)N(C)C2CCC(C)CC2)c(C)c1S(=O)(=O)N(C)C (stereo not drawn) : TDP-43 yeast inh: 7.6%; PTHR1 agonist: -12.7%; aSyn rescue: -4.1%[1.84 µM]; EPAC1 antag: 27.6%; FUS yeast rescue: 14.6%; EPAC2 antagonist: -0.8%; EPAC2 agonist: 8.8%; EPAC1 agonist: 6.4%
